# Screens (PubChem BioAssay)
# TNF death inh = TNF-alpha cell death inhibition in Jurkat FADD-/- cells | activation (protection from cell death), % at 10 µM | Jurkat FADD-/- TNF necroptosis rescue, ATP luminescence, 24 h; 0 = TNF only, 100 = no-TNF cells | 0.068% of 220,000 active;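 active = activation, meaning protection from cell death, of at least 50% relative to plate controls; inactive = activation below 50%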;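 also: necroptosis triggered by 40 ng/mL TNF-alpha added together with compound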
# eIF4E 4G PPI = inhibitors of eIF4E and eIF4G interaction in translation initiation. inhibition, % at 21.7 µM. P63073+Q04637. 0.37% of 220,000 active. AID 782. TR-FRET eIF4E-eIF4GI(517-606) binding, 2 h;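 active = inhibition above about 30%, limit read from the data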;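 also: 0% = full FRET control wells and 100% = background wells lacking eIF4GI fragment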
# Rad51 HR inh = blocks human Rad51 in homologous recombination. Q06609. hRad51 DNA strand exchange, fluorescence dequenching. inhibition, % at 10 µM. 0.085% of 200,000 active. AID 1385;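 active = inhibition above 40% at the single screening dose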;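 also: 0% = DMSO control wells and 100% = blanks with heterologous ssDNA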
#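 Assay system: Human Rad51 nucleoprotein filaments preassembled on unlabelled ssDNA | Reagent: Donor/quencher-labelled 47-bp dsDNA substrate | Doses: One concentration, 10 µM final | Times: 37 °C 15-min filament assembly, 30-min compound preincubation, 15-min exchange | Technique: Fluorescein emission 520 nm, excitation 485 nm | Benchmarks: Plate control and blank wells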
# EBV gp42 block = blocks Epstein-Barr virus glycoprotein 42 binding; Fluorescence polarization binding assay, mP read-out; inhibition, % (tested at 21.74 µM); 0.42% of 220,000 active; AID 1085; in the data active = inhibition above about 50%
# zVAD death inh = L929 zVAD cell death inhibition | L929 zVAD necroptosis rescue, ATP luminescence, 24 h; with zVAD 60 µM | viability rescue, % at 10 µM | 0.38% of 220,000 active;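 active = activation, scaled between plate controls, above about 75%, limit read from the data; inactive = activation under that limit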;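 also: 0% = zVAD with DMSO and 100% = DMSO alone without zVAD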
# KCC2 mod = modulates chloride dependent transport by human KCC2. Q9H2X9. KCC2 cells, thallium flux FluoZin-2 fluorescence. B-score of Tl+ flux slope (higher = more flux/activation; lower = inhibition) at 10 µM. 2.2% of 190,000 active. AID 1456;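 active = thallium flux slope and its plate-corrected score both differing from the plate sample mean at a set confidence after two filtering rounds, in either direction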;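 also: slope of fluorescence scaled to starting intensity during 10 to 20 s after thallium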
# Calpain2 inh = calpain II (pig) inhibition; purified calpain II, fluorogenic peptide substrate, 30 min; inhibition, % at 16 µM; 0.37% of 220,000 active;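 active = inhibition above about 50%, limit read from the data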
# Mdm2 ligase inh = blocks human Mdm2 ubiquitin ligase activity. Q00987. cell-based MDM2 ubiquitination luciferase reporter, 2 h; 0 = plate control, 100 = twice control, blank-subtracted. signal enhancement, % at 5 µM. 0.11% of 210,000 active. AID 1230;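 active = signal enhancement of 30% or more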;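 also: luminescence tracks abundance of the self-degrading MDM2-luciferase fusion protein; higher signal means inhibition of MDM2 E3 ligase activity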
#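 system = mammalian cells stably expressing self-ubiquitinating, self-degrading MDM2 E3–luciferase fusion | quantity = 2000 cells per well seeded | incubation = 4 h cell settling then 2 h compound exposure, 37 °C | signal = SteadyLite luminescence, 15 min reagent step | benchmarks = plate control and blank wells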
# PERK inhibitor = inhibitors of human PERK kinase; CHO PERK-DD fusion, SEAP luminescence translation reporter; inhibition, % at 5.6 µM; 0.17% of 220,000 active; AID 1416;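 active = inhibition above the mean inhibition of all tested compounds plus 3 SD, set separately per screening campaign, cut at about 2.9% in these data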;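 also: PERK kinase domain activated by AP20187 dimerizer at 100 nM; 0% = DMSO with dimerizer and 100% = rapamycin at 8.4 µM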
# Target sequence (Q9NZJ5 whole entry, looked up, the tested form may be a part): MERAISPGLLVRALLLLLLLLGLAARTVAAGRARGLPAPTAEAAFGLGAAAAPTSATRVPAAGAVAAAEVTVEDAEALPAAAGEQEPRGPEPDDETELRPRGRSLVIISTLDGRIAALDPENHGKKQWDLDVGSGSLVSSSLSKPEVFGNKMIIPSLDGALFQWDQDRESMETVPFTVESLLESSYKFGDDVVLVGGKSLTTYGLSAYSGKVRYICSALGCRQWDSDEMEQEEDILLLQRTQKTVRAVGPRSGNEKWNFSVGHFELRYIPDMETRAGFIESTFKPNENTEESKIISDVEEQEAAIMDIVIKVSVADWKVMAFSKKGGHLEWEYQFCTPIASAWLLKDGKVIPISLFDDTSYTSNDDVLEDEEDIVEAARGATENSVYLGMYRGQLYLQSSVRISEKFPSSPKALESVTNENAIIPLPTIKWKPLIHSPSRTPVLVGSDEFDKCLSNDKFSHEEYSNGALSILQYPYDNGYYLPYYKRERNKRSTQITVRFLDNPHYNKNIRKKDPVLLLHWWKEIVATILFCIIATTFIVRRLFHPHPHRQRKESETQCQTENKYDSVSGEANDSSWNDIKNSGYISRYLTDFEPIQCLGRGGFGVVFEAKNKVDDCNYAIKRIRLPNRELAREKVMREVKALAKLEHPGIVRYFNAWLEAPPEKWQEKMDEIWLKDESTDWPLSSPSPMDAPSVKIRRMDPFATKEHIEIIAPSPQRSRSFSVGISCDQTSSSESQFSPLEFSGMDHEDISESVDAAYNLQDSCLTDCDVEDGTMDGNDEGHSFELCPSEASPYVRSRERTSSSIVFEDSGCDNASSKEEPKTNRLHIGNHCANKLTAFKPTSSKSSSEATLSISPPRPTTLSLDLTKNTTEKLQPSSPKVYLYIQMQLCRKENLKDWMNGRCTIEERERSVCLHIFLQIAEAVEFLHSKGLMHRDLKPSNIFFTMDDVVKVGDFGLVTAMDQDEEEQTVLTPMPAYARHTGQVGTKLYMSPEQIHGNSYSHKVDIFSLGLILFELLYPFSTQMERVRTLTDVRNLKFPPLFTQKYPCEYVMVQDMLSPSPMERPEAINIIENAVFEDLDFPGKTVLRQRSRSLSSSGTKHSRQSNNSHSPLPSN
# * hit, by the source's call; · = no result given; [ ] = remark or other dose.
SMILES,TNF death inh,eIF4E 4G PPI,Rad51 HR inh,EBV gp42 block,zVAD death inh,KCC2 mod,Calpain2 inh,Mdm2 ligase inh,PERK inhibitor
N#Cc1nc(-c2ccccc2Cl)oc1N1CCCCC1,-1.4,1.1,15.7,-5.5,0.0,-0.00868,-74.5,9.0,-1.4
CCOc1ccccc1N1CCN(C(=S)Nc2ccc(S(N)(=O)=O)cc2)CC1,-0.4,-5.3,-2.7,-12.9,1.0,0.671,-8.4,-3.6,0.9
COc1ccccc1-n1ccnc1SCC(=O)NC(C)(C)C,0.4,-3.8,3.3,11.8,3.9,-0.12,-13.6,4.4,0.9
Cc1ccc(C)c(NC(=O)CSc2nnc(C)c(=O)n2N)c1,1.4,0.5[fluorescence artefact?],-1.4,-6.0,1.3,-1.2,13.8,-10.6,0.3
Cc1ccc(S(=O)(=O)Nc2nc3ccccc3nc2N2CCc3ccccc3C2)cc1,-3.7,3.2,·,8.7,0.0,0.246,-58.6,-2.6,0.5
O=C(O)c1cc2ncc(-c3[nH]ncc3[N+](=O)[O-])cn2n1,0.4,2.0,-9.7,2.9,-0.3,0.618,-17.5,-0.3,0.4
CCOC(=O)C1(CC2CCCCO2)CCN(S(=O)(=O)c2ccsc2)CC1 (stereo unspecified),0.9,4.7,-2.3,-7.3,10.4,-0.616,2.7,10.7,-0.7
O=[N+]([O-])c1cccc(S(=O)(=O)NCCc2cn3ccccc3n2)c1,1.0,-4.4,-11.7,-9.8,-0.7,-1.37,21.4,-10.1,-1.1
O=C(O)c1ccc(N/N=C/c2ccc(F)c(F)c2)cc1,1.9,-8.1[fluorescence artefact?],-1.4,-14.9,2.0,1.94,10.2,-29.9,1.5
c1coc(CN2CN=C(Nc3nc4ccccc4s3)NC2)c1,-1.0,2.7,-3.6,0.0,0.4,-0.54,-1.9,-8.5,-1.1
CCN(CC)CCn1c(NCc2ccco2)nc2ccccc21,-1.3,1.8[fluorescence artefact?],5.2,-7.5,-0.2,-0.718,-13.0,-5.8,0.6
Cc1ccc(CNC(=O)C(Cc2ccccc2)NS(=O)(=O)c2ccc(Br)s2)cc1 (stereo unspecified),3.0,1.2,·,-32.1,·,-0.119,18.3,-9.4,-0.8
Cn1cc(CC(=O)NCCCN2CCOCC2)c2ccccc21,0.3,-0.3,20.5,-8.8,-0.3,-0.0316,5.4,-9.4,0.0
COc1cccc(CN2CCN(Cc3cc(OC)c(OC)cc3[N+](=O)[O-])CC2)c1,-1.3,6.5,1.4,-22.1,0.0,0.135,-20.3,-2.0,0.1
CCOC(=O)c1cccc(NC(=O)Cn2cc3c(n2)CCC(C)C3)c1 (stereo unspecified),1.4,-5.6,-0.9,-7.5,2.1,-2.16,-10.9,-8.2,-0.6
CC(=O)N1CCc2ccc(S(=O)(=O)N3CCN(C)CC3)cc21,0.8,9.2,1.7,-3.4,-0.1,1.47,-2.3,-9.1,1.2
N#Cc1nc(COc2ccccc2F)oc1NCCCn1ccnc1,-0.4,0.2,0.0,12.0,2.3,·,6.6,-13.6,1.3
C#CCNC(=O)C1=C[C@@H](c2coc3ccccc3c2=O)C[C@@H](OCc2ccc(CO)cc2)O1,1.1,4.1,8.3,-13.1,0.2,-0.257,29.8,·,1.3
CC(C)C(=O)Nc1ccc(O)c(-c2csc(N)n2)c1,1.4,0.4,2.6,0.4,9.0,0.684,-36.7,9.7,0.5
Cc1cc(C)c2cc(CN(CC3CCCO3)C(=O)NC3CCCCC3)c(=O)[nH]c2c1 (stereo unspecified),-1.2,·,·,·,-0.5,-0.783,·,·,0.4
Cc1ccc(NC(=O)CS(=O)CC(=O)NCC2CCCO2)cc1 (stereo unspecified),-0.5,0.2[fluorescence artefact?],4.3,-10.2,-0.3,0.321,-2.8,-6.5,0.8
c1ccc(CSc2nnc(-c3ccncc3)o2)cc1,14.3,14.1,-0.5,2.0,-0.3,0.0107,12.1,-16.7,0.1
CCSc1nnc(NC(=O)CSc2nccn2-c2cc(C)cc(C)c2)s1,-0.6,2.7,-3.2,1.7,-0.4,0.878,9.8,-9.2,-0.5
Cc1nn(C)c(C)c1NC(=O)c1ccccc1NC(=O)Nc1ccccc1,-1.0,-11.6,24.2,-6.8,0.1,0.449,-0.5,-6.6,1.4
CC(C)[C@H]1C=C(C(=O)O)O[C@@H](OCCCCO)C1,2.3,8.1,-1.8,-10.4,0.3,0.474,15.9,-0.8,·
O=C(Nc1nc2ccccc2s1)C1CC(=O)N(c2ccccc2)C1 (stereo unspecified),0.7,5.2,-4.2,-23.6,0.2,-1.84,1.9,7.8,0.1
COC(=O)c1cccc(NC(=O)NC2CCCN2S(=O)(=O)c2ccc(Cl)cc2)c1 (stereo unspecified),-0.1,0.7,8.6,-16.1,0.4,-1.12,2.6,3.1,-0.6
COc1ccc(NC(=O)Cn2cnc3c(nnn3-c3ccc(C)cc3)c2=O)cc1,-0.6,0.6,25.9,-10.9,0.3,0.356,-3.0,-9.0,1.8
C#Cc1ccc([C@@H]2C=C(C(=O)N3CCN(Cc4ccccc4)CC3)O[C@H](OCCCCO)C2)cc1,-10.5,-4.5,-3.2,0.6,3.2,-2,-17.8,·,-0.4
Cc1oc(-c2cccc(Cl)c2)nc1CN(C)C1CCOC1 (stereo unspecified),2.0,3.0,-14.1,-2.5,2.1,1.86,-20.8,-17.8,0.1
Cc1cc(S(=O)(=O)N2CCCC2)c(C)s1,0.4,1.5,-31.9,1.3,0.0,0.571,3.6,9.7,0.1
O=C1CCC([N+](=O)[O-])C(c2cccc([N+](=O)[O-])c2)N1 (stereo unspecified),-1.1,2.6,1.5,0.2,0.6,1.13,1.5,-6.5,-0.5
COC(=O)C1=C(C)N(c2ccc(F)c(Cl)c2)C(=O)C1,-2.2,11.8,-9.0,-13.3,0.5,0.757,4.1,-10.1,1.7
O=C(CN(C(=O)CSc1nc2ccccc2o1)c1ccccc1)NC1CCCCC1,-4.1,-2.0,6.8,46.9,0.1,-0.871,40.8,-2.9,1.8
NNC(=O)CNC(c1ccccc1)c1cc(Br)ccc1NC(=O)c1cccc(Cl)c1 (stereo unspecified),1.7,6.8,-27.5,-5.9,·,0.0203,-2.7,12.9,-1.1
CCC1(C)Cc2c(sc3nn[nH]c(=O)c23)CO1 (stereo unspecified),2.9,8.0,2.7,4.7,1.3,0.596,16.8,-11.9,0.4
O=C(CCC1CCCCC1=O)c1ccccc1 (stereo unspecified),40.4,-14.2,·,-12.9,8.2,0.892,-21.0,-4.6,0.9
COC(=O)c1ccc(CSc2ccccc2C)o1,6.6,-1.6,1.9,-24.5,1.0,-1.02,-11.1,-12.6,1.1
CSCCC(NC(=O)c1ccco1)C(=O)O (stereo unspecified),-1.6,-19.1[fluorescence artefact?],5.3,-15.4,0.0,-0.375,-22.4,-11.5,0.3
S=c1[nH]c2cc(Br)cnc2[nH]1,-1.9,3.9,-10.2,-11.8,0.5,·,25.2,-6.4,2.8
O=C1N(Cc2cccc(Cl)c2)C[C@@H]2C[C@@H](c3ccccn3)N3CCC[C@@]123,-0.1,-0.8,-11.0,3.0,-0.2,-0.859,15.0,-22.0,-0.1
CN1CCN(C(N)=NC(=O)c2ccccc2)CC1,0.8,17.3,4.5,-5.8,1.2,-1.07,-8.8,4.3,1.1
CCCCc1nc2n[nH]c(N)c2c2c1CCC2,-2.2,3.8,-4.4,-17.3,1.9,-0.54,-10.1,-21.1,-0.2
O=C(O)CCN1C(=O)C2C3c4ccccc4C(c4ccccc43)C2C1=O (stereo unspecified),3.7,0.8,18.3,-12.3,0.3,0.683,-4.9,-5.8,2.0
O=C(Nc1ccc(C(=O)O)cc1)/C(=C/c1cccc(Br)c1)NC(=O)c1ccco1,2.9,-1.2,-0.6,-14.7,1.2,0.0541,-15.9,-1.7,1.3
COC(=O)C1=C(C)N=C2SC(C)C(=O)N2C1c1ccc(C(=O)OC)cc1 (stereo unspecified),0.8,7.7,1.8,1.7,0.4,·,-23.8,-17.3,-1.4
CCOC(=O)N1CCN(CC(O)COc2c(C)cccc2C)CC1 (stereo unspecified),3.7,0.5,-0.3,-17.7,1.3,1.61,-9.0,-6.5,0.3
CN(C)/N=C/c1ccc(N2CCOCC2)cc1,-1.4,3.8,-1.8,4.4,1.9,0.0284,6.2,-17.9,0.3
CCOc1cc2[nH]c(=S)n(CCCN3CCCC3=O)c(=O)c2cc1OCC,-0.4,-0.3[fluorescence artefact?],2.0,-5.2,-0.2,-1.14,33.2,-7.5,-0.6
CC(=O)NS(=O)(=O)c1ccc2sc(C)nc2c1,-1.8,10.1,15.9,4.3,-0.3,-1.26,22.5,-9.5,0.4
Cc1onc(-c2ccccc2)c1C(=O)Nc1cc(C(F)(F)F)ccc1N1CCOCC1,-14.1,-3.7,3.4,-10.0,-0.3,-1.41,-18.5,-4.6,0.2
CN(C)CCN1C(=O)C(=O)/C(=C(/O)c2ccc(OCc3ccccc3)cc2)C1c1ccncc1 (stereo unspecified),-2.6,1.0,4.1,5.0,0.2,1.22,9.4,-19.7,-0.5

# An excerpt of these results, with values under each structure.
# Order of results: TNF death inh	eIF4E 4G PPI	Rad51 HR inh	EBV gp42 block	zVAD death inh	KCC2 mod	Calpain2 inh	Mdm2 ligase inh	PERK inhibitor
> CSCCC(NC(=O)c1ccco1)C(=O)O (stereo unspecified)
  -1.6	-19.1[fluorescence artefact?]	5.3	-15.4	0.0	-0.375	-22.4	-11.5	0.3
> S=c1[nH]c2cc(Br)cnc2[nH]1
  -1.9	3.9	-10.2	-11.8	0.5	·	25.2	-6.4	2.8
> O=C1N(Cc2cccc(Cl)c2)C[C@@H]2C[C@@H](c3ccccn3)N3CCC[C@@]123
  -0.1	-0.8	-11.0	3.0	-0.2	-0.859	15.0	-22.0	-0.1
> CN1CCN(C(N)=NC(=O)c2ccccc2)CC1
  0.8	17.3	4.5	-5.8	1.2	-1.07	-8.8	4.3	1.1
> CCCCc1nc2n[nH]c(N)c2c2c1CCC2
  -2.2	3.8	-4.4	-17.3	1.9	-0.54	-10.1	-21.1	-0.2
> O=C(O)CCN1C(=O)C2C3c4ccccc4C(c4ccccc43)C2C1=O (stereo unspecified)
  3.7	0.8	18.3	-12.3	0.3	0.683	-4.9	-5.8	2.0
> O=C(Nc1ccc(C(=O)O)cc1)/C(=C/c1cccc(Br)c1)NC(=O)c1ccco1
  2.9	-1.2	-0.6	-14.7	1.2	0.0541	-15.9	-1.7	1.3
> COC(=O)C1=C(C)N=C2SC(C)C(=O)N2C1c1ccc(C(=O)OC)cc1 (stereo unspecified)
  0.8	7.7	1.8	1.7	0.4	·	-23.8	-17.3	-1.4
> CCOC(=O)N1CCN(CC(O)COc2c(C)cccc2C)CC1 (stereo unspecified)
  3.7	0.5	-0.3	-17.7	1.3	1.61	-9.0	-6.5	0.3
> CN(C)/N=C/c1ccc(N2CCOCC2)cc1
  -1.4	3.8	-1.8	4.4	1.9	0.0284	6.2	-17.9	0.3
> CCOc1cc2[nH]c(=S)n(CCCN3CCCC3=O)c(=O)c2cc1OCC
  -0.4	-0.3[fluorescence artefact?]	2.0	-5.2	-0.2	-1.14	33.2	-7.5	-0.6
